Assay outcomes: PubChem, National Center for Advancing Translational Sciences (NCATS)
Eya2 inh: qHTS Assay for Inhibitors of the Phosphatase Activity of Eya2; Protein phosphatase EYA2 (Homo sapiens), O00167; recombinant Eya2, OMFP fluorescence dephosphorylation (OMFP is methylfluorescein phosphate); Potency, µM (series often up to 76.9 µM), inactives show at the highest dose activity, negative = inhibition, actives largely listed as inhibitors; 330,000 compounds, 0.006% hits; note: potency is the fitted concentration of half-maximal effect; % is set by controls: 0 for no effect and ±100 for the full control effect
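Eya2 (0.2 uM) preincubated 10 min at ambient with compound, then OMFP substrate added at 50 uM; 10 min reaction in 50 mM HEPES pH 7.5, 50 mM NaCl, 5 uM MgCl2, 0.05% BSA, 1 mM DTT. Fluorescence read at Ex 485/Em 525 nm.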
a7 integrin act: qHTS for Activators of Integrin-Mediated Alleviation for Muscular Dystrophy; alpha7betagal myoblasts, beta-gal FDG fluorescence, 48 h; Potency, µM (series often up to 38.3 µM), inactives show top-dose activation, actives largely listed as activators; 350,000 compounds, 0.064% hits; AID 624291, 2012;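 note: potency is the fitted concentration of half-maximal effect; 100% = response of the positive control SU9516; nearly all actives have a fitted effect of over 60% in size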
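alpha7betagal+/- myoblasts (passage 13, 250/well) treated 48 h at 37C with compounds at 1:260 dilution of DMSO stock. Lysed, then beta-galactosidase activity read as FDG fluorescence (ex 480/em 540) after 30 min, with pre-read for autofluorescence.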
ELG1 repair inh: qHTS screen for small molecules that inhibit ELG1-dependent DNA repair in human embryonic kidney (HEK293T) cells expressing luciferase-tagged ELG1; Potency, µM (highest dose often 46.1 µM), for inactives: at the top dose activity change, negative = inhibition, hits mostly inhibitors; AID 504467, 2011; 330,000 compounds, 2.3% hits; HEK293T ELG1-luciferase reporter, luminescence, 16 h; DNA damage induced by 5-fluorouridine; note: potency is the fitted concentration of half-maximal effect; % is set by controls: 0 for no effect and ±100 for the full control effect; nearly all actives have a fitted effect of over 55% in size
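Cells (2,000 per well) received 5-fluorouridine plus test compound or DMSO and were incubated 16 hr at 37 °C, 5% CO2. Luciferase activity was read by luminescence 30 min after ONE-Glo addition; signal suppression marked inhibition of damage-induced ELG1 function.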
Tb PFK inh: qHTS Assay to Find Inhibitors of T. brucei phosphofructokinase | ATP-dependent 6-phosphofructokinase (Trypanosoma brucei brucei), O15648 | T. brucei PFK, ADP-Glo luminescence | Potency, µM (highest dose often 57.5 µM), for inactives: at the top dose activity, negative = inhibition, usual class: inhibitors | 330,000 compounds, 0.17% hits;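 note: potency is the fitted concentration of half-maximal effect; 0% = uninhibited 1x PFK enzyme wells and -100% = no-enzyme wells; nearly all actives have a fitted effect of over 60% in size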
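ADP-Glo luminescence quantified ADP after 45 min at room temperature, with 1.25 nM T. brucei PFK, 0.1 mM ATP and 0.5 mM fructose-6-phosphate in pH 8.0 TEA buffer. qHTS titrations up to 57 µM; curves classified by quality.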
AT treatment: qHTS Assay for Identifying a Potential Treatment of Ataxia-Telangiectasia | […] A-T fibroblasts, KAP-1 phosphorylation AlphaLISA; neocarzinostatin DNA damage 30 min before lysis | Potency, µM (doses to about 57.5 µM), without a hit: at the top dose activation, most hits filed as activators | 320,000 compounds, 0.19% hits; note: potency is the fitted concentration of half-maximal effect; % of control where 0% means no effect; nearly all actives have a fitted effect of over 45% in size
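ATM-like activity read as KAP-1 phosphorylation via AlphaLISA donor/acceptor antibody pairs after lysis and 6 hr at 25C. Cells were ATM-null patient fibroblasts ([…], hTERT), dosed 60 min, then exposed to the DSB inducer NCS for 30 min.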
BCR signal inh: qHTS Assay to Find Inhibitors of Chronic Active B-Cell Receptor Signaling. ABC-DLBCL IkBa-CBG/CBR reporter, luminescence ratio, 4 h. Potency, µM (top dose mostly 46.1 µM), for the others: top-dose ratio change, negative = lower green/red ratio, most hits filed as inhibitors. 340,000 compounds, 0.05% hits. AID 493014, 2011; active = well fitted inhibition curve with a large enough effect in the signal ratio, with a control signal flat, not every such curve was filed as active; inconclusive = small, poorly fitted or top-dose-only effect, or effect the other way, or a change in a side signal; the % refers to the signal ratio;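 note: potency is the fitted concentration of half-maximal effect; plate controls were basal doxycycline-induced cells for no effect and cells given 10 µM MG132 for full effect; MG132 reads +100%, hits lower the ratio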
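Cell line TMD8 (human ABC DLBCL), stably expressing tet-inducible CBG68-IkBa fusion and CBR; IMDM/0.5% FBS; cpd up to 46 uM; dox induction, 4 h, 37C/5% CO2; dual luminescence; green/red ratio; MG132 control.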
Mito fusion act: qHTS Assay for Small Molecule Inhibitors of Mitochondrial Division or Activators of Mitochondrial Fusion | AID 485298, 2010 | Potency, µM (series often up to 46.1 µM), inactives show at the top dose growth rescue (activation), most hits filed as activators | S. cerevisiae fusion-defective mutant growth rescue, CellTiterGlo 48 h | 320,000 compounds, 0.23% hits;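 note: potency is the fitted concentration of half-maximal effect; % of control where 0% means no effect; nearly all actives have a fitted effect of over 45% in size; temperature-sensitive fusion mutants such as fzo1-1 at 37 °C on non-fermentable ethanol glycerol medium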
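Read-out: ATP-based luminescence (CellTiterGlo, 10 min ambient) reporting growth of fusion-defective ts yeast after 48 hours at 37C on glycerol/ethanol YPEG medium in the presence of compound.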
PTAP TSG101 blk: qHTS Assay for Iinhibitors of HIV-1 Budding by Blocking the Interaction of PTAP/TSG101; Tumor susceptibility gene 101 protein (Homo sapiens), Q99816; Fluorescence polarization, FITC-PTAP peptide / Tsg101 binding; Potency, µM (titrated, usually from 115 µM), for inactives: at the top dose activity change, negative = inhibition, hits mostly inhibitors; 340,000 tested, under 10 active; AID 493005, 2010; active = well fitted inhibition curve with a large enough effect in the main read-out, with a control signal flat, not every such curve was filed as active; inconclusive = small, poorly fitted or top-dose-only effect, or effect the other way, or a change in a side signal; inactive = no such curve, though single readings can be large or run the other way; note: potency is the fitted concentration of half-maximal effect; % of control where 0% means no effect
Target sequence (Q99816 whole entry, looked up): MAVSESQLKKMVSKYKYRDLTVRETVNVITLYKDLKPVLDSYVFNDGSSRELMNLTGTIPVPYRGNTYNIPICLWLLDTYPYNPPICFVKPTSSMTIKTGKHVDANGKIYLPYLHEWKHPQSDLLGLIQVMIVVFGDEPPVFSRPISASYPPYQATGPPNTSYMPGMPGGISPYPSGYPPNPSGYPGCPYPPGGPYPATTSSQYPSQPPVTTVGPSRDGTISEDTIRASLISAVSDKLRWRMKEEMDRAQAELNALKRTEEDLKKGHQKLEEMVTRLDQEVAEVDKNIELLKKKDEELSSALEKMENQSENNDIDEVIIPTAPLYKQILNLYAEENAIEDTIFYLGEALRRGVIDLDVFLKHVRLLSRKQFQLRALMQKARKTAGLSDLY
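FP read-out: FITC-PTAP peptide, 50 nM final, binding Tsg101 binding domain, 10 uM final; 20 min, r.t.; 10 mM HEPES pH 7.5, 0.15 M NaCl, 0.01% Tween 20, 3 mM EDTA, 0.1 mM TCEP.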
S-ASM inh: Inhibitors of Secretory Acid Sphingomyelinase (S-ASM): qHTS | Sphingomyelin phosphodiesterase (Homo sapiens), P17405 | placental ASM, HMU-PC fluorogenic substrate, 60 min | Potency, µM (doses to about 57.5 µM), without a hit: top-dose activity change, negative = inhibition, actives largely listed as inhibitors | 340,000 compounds, 0.006% hits | AID 504937, 2011; note: potency is the fitted concentration of half-maximal effect
Target sequence (P17405 47-631 limits assumed): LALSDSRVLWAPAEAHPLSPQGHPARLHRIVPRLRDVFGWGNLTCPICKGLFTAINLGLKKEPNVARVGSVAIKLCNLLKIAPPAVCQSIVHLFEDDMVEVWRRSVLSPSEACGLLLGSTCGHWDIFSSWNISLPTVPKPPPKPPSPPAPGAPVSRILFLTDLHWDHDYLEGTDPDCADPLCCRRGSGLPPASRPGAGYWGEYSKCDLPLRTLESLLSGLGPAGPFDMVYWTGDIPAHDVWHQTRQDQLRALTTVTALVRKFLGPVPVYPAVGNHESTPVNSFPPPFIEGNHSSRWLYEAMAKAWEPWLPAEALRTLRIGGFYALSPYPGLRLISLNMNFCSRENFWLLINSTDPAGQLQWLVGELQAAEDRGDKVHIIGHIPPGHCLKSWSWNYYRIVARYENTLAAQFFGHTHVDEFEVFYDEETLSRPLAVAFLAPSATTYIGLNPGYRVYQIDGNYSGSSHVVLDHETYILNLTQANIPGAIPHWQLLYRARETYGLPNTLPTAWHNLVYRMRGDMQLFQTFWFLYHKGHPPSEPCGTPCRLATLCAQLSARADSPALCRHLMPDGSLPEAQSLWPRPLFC
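Fluorescence read-out (Ex 386 nm, Em 447 nm) after stopping the reaction at pH 10. Enzyme: ASM from human placenta; substrate HMU-PC0, 9 uM final; 60 min, 37 °C. Compound preincubation 10 min, ambient temperature.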
TSHR antag: Antagonists of the Thyroid Stimulating Hormone Receptor: HTS campaign; Thyrotropin receptor (Homo sapiens), P16473; TSHR-expressing cells, TSH-stimulated cAMP HTRF, 2 h; hits give low values; activity change, negative = inhibition, % at 11.5 µM; 330,000 compounds, 0.2% hits;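 active = activity change below a set negative limit, meaning inhibition stronger than a set level, cut at about -70% in these data; inconclusive = activity change between two set negative limits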; note: % is set by controls: 0 for no effect and ±100 for the full control effect
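Inhibition of cAMP made by TSHR-expressing cells under TSH stimulation (4nM final, EC80; 2 h, 37 deg C) is quantified with a one-step lysis HTRF kit, anti-cAMP cryptate versus cAMP-d2.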
TCR act: Activators of T cell receptors: qHTS campaign; primary human leukocytes, anti-CD3, IL-2 HTRF, 48 h; Potency, µM (doses to about 9.22 µM), for the others: top-dose activation of IL-2 secretion, actives largely listed as activators; 330,000 tested, under 10 active; note: % of control where 0% means no effect
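Using a-CD3 beads without co-stimulation, primary human leukocytes were exposed to compounds for 48 hr. An HTRF IL-2 kit measured the cytokine, with europium-to-d2 energy transfer producing emission at 665nm upon 320nm excitation.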
* = called active by the depositor; ? = inconclusive; nt = not tested or not shown; [ ] = another dose, or the depositor's remark. Unless noted, calls come from the whole dose curve; as a rule, active = well fitted curve in the direction sought with a large enough effect; inconclusive = small, poorly fitted or top-dose-only effect, or another doubt; inactive = no such curve, though single readings can be large; an effect the other way counts as inactive or inconclusive. An unsorted share of the library (roughly 3.2% active in at least one column).

Sample of the layout (4 entries):
SMILES	Eya2 inh	a7 integrin act	ELG1 repair inh	Tb PFK inh	AT treatment	BCR signal inh	Mito fusion act	PTAP TSG101 blk	S-ASM inh	TSHR antag	TCR act
COc1cc(C(=O)OCC(=O)NCCN2C(=O)CSC2=O)ccc1OCc1c(C)noc1C	15%	-5%	10%	0%	1%	?	14%	1%	0%	-6	-1%
CCC(C)(C)n1nnnc1CN(Cc1cc2cc(OC)c(OC)cc2[nH]c1=O)C1CCCC1	15%	-6%	?	11%	2%	0%	-1%	-3%	58%[activator]	-1	10%
COc1cccc2c1Oc1ncccc1N(C(=O)CCC(=O)NCc1ccc(F)cc1)C2	2%	?	?	0%	0%	1%	-2%	0%	-3%	8	1%
Cc1nccn1CC(O)COc1ccc([N+](=O)[O-])cc1 (stereo not drawn)	0%	3%	9%	-6%	36%	5%	-1%	-3%	0%	9	-3%

All compounds of this part, from the first entry:
SMILES	Eya2 inh	a7 integrin act	ELG1 repair inh	Tb PFK inh	AT treatment	BCR signal inh	Mito fusion act	PTAP TSG101 blk	S-ASM inh	TSHR antag	TCR act
COc1cc(C(=O)OCC(=O)NCCN2C(=O)CSC2=O)ccc1OCc1c(C)noc1C	15%	-5%	10%	0%	1%	?	14%	1%	0%	-6	-1%
CCC(C)(C)n1nnnc1CN(Cc1cc2cc(OC)c(OC)cc2[nH]c1=O)C1CCCC1	15%	-6%	?	11%	2%	0%	-1%	-3%	58%[activator]	-1	10%
COc1cccc2c1Oc1ncccc1N(C(=O)CCC(=O)NCc1ccc(F)cc1)C2	2%	?	?	0%	0%	1%	-2%	0%	-3%	8	1%
Cc1nccn1CC(O)COc1ccc([N+](=O)[O-])cc1 (stereo not drawn)	0%	3%	9%	-6%	36%	5%	-1%	-3%	0%	9	-3%
C=CCc1cccc(CNc2ccc(S(=O)(=O)Nc3nccnc3OC)cc2)c1O	?	8%	4%	-3%	2%	10%	7%	-4%	2%	14	-2%
CCOc1ccc(S(=O)(=O)N2CCCC(C(=O)N3CCN(c4ccccc4)CC3)C2)cc1 (stereo not drawn)	1%	-34%[inhibitor]	0%	1%	11%	2%	-11%	-2%	-3%	-15	3%
NC(=O)c1sc(=S)n2c1[nH]c(=O)c1sccc12	13%	-8%	5%	-3%	-1%	-7%	-4%	-5%	-3%	-20	-4%
CCCCn1c(SCC(=O)N2CCOCC2)nc2c1c(=O)n(C)c(=O)n2C	0%	7%	-7%	2%	8%	0%	0%	-11%	9%	0	0%
Cn1/c(=N\NC(=O)C2CCCCC2)sc2ccccc21	-13%	0%	?	3%	0%	-16%	-6%	-2%	-2%	-6	6%
O=C(N[C@@H](Cc1ccccc1)C(=O)N1CCC2(CC1)NCCc1[nH]cnc12)c1cccc(Br)c1	1%	3%	-10%	-2%	-5%	-5%	4%	-7%	-1%	-2	-15%
N#CCCN1CCN(C(=O)c2c(N)no[n+]2[O-])CC1	11%	4%	4%	-3%	-4%	7%	-1%	-3%	-1%	11	1%
O=C(CCN1C(=O)C2C3C=CC(C3)C2C1=O)Nc1c(F)cccc1F (stereo not drawn)	-4%	24%	-8%	4%	-3%	-2%	-2%	-3%	2%	-9	1%
COc1ccc(C(=O)/C=C(\N)C(F)(F)F)c(O)c1	-11%	2%	13%	-2%	-2%	0%	-3%	-4%	-2%	16	11%
CCCc1cc(=O)[nH]c(SCC(=O)N2CCC(C(=O)OCC)CC2)n1	4%	-5%	10%	1%	5%	-7%	3%	-1%	1%	2	-5%
CCCCNC(=O)c1cn(C)c2ccc(S(=O)(=O)N3CCCC3)cc2c1=O	-12%	10%	15%	14%	17%	-1%	0%	-5%	3%	27	5%
Cc1ccc(C2(c3ccc(C)cc3)NC(=O)N(CC(=O)NCCCN3CCCC3=O)C2=O)cc1	-15%	18%	?	-1%	1%	1%	nt	-4%	-1%	-9	nt
O=c1c(-c2ccc3c(c2)OCCO3)coc2cc(O)cc(O)c12	-7%	-3%	?	-16%	nt	?	11%	-7%	-9%	-20	1%
Cc1cccc(/C=C/c2onc(C)c2S(=O)(=O)N2CCC(C(=O)NC(C)C)CC2)c1	1%	10%	?	0%	-1%	0%	0%	-8%	0%	-4	8%
COc1ccc(C(=O)C(CO)Oc2ccccc2OC)cc1OC (stereo not drawn)	-1%	-13%	3%	-1%	0%	-1%	21%	-11%	1%	9	6%
COc1ccc(-c2nc3ccccc3n2Cc2ccccc2)cc1	-17%	-7%	-16%	2%	nt	0%	8%	-3%	-7%	-19	-8%
O=C(CC(c1ccccc1)c1cc(Cl)ccc1O)N1CCCC1 (stereo not drawn)	2%	-7%	3%	-7%	4%	0%	2%	0%	8%	4	2%
CC(C)(C)OC(=O)[C@H](Cc1ccccc1)NC(=O)c1nc[nH]c1C(=O)N[C@@H](CCCCN)C(=O)OC(C)(C)C	-10%	-2%	21%	-2%	-5%	0%	nt	-4%	-5%	-14	3%
COc1cccc(C2CC(c3ccc(C)cc3)Nc3nc(N)nn32)c1 (stereo not drawn)	21%	11%	12%	4%	-6%	1%	-2%	-7%	3%	10	-5%
COc1cc(NC(=O)CSc2nc3c(c(=O)[nH]2)CCCC3)cc(OC)c1OC	4%	10%	-19%	-4%	2%	10%	-7%	3%	1%	-13	2%
Fc1ccc(NC(=S)NNc2ncc(C(F)(F)F)cc2Cl)c(F)c1	10%	-81%[inhibitor]	?	7%	0%	?	-4%	0%	-2%	-25	-3%
Other records.
SMILES	Eya2 inh	a7 integrin act	ELG1 repair inh	Tb PFK inh	AT treatment	BCR signal inh	Mito fusion act	PTAP TSG101 blk	S-ASM inh	TSHR antag	TCR act
C[C@@]12C(=O)Nc3ccc(Br)cc3C(=O)N1[C@H]1c3cc(Br)ccc3OC[C@@H]1[C@@H]2c1ccccc1	-3%	-17%	-3%	-12%	9%	?	13%	0%	-19%	-19	3%
Cc1nc(NC(=O)c2ccccc2)nc2cc3c(cc12)OCO3	1%	6%	?	10%	8%	?	6%	-10%	3%	-8	-9%[46.1 µM]
Cn1c(Cc2c[nH]c3ccccc23)n[nH]c1=S	-14%	4%	?	-2%	2%	4%	-1%	1%	0%	10	2%
COc1ccc(S(=O)(=O)NC(CC(=O)NCCc2ccc(OC)c(OC)c2)c2ccco2)cc1 (stereo not drawn)	-6%	21%	-3%	4%	5%	4%	-4%	-3%	8%	10	6%
O=C(CSc1nnc2sc3ccccc3n12)NCc1ccco1	14%	11%	?	1%	0%	1%	1%	-9%	5%	-2	-4%
C=CCn1c(COc2ccccc2-c2ccccc2)nnc1SCC(=O)NC(=O)NCc1ccco1	-28%	7%	0%	-15%	-8%	-15%	1%	-5%	-8%	2	-31%
